Screening results deposited in PubChem BioAssay by several laboratories.
CRFR2-BP ag: agonists of human CRF-binding protein/CRF-R2 receptor complex; HEK293 CRF-R2/CRF-BP, calcium dye fluorescence (FLIPR); percent of saturating CRF peptide response; activation, % at 13.2 µM; actives 0.46% (n = 350,000); AID 588473;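 active = activation of at least 50%, plus an integration ratio under a set limit after plate pattern correction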;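 also: plate controls were neutral control wells without compound for no effect and CRF at EC100 for full effect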
M5 antag: CHRM5 antagonism in calcium assay; actives 0.59% (n = 360,000); P08912; CHO-hM5 cells, Fluo-8 calcium fluorescence, ACh EC80; inhibition, % at 3 µM;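 active = inhibition above a per-plate cutoff, the mean of that plate's test compounds plus 3 SD, cut at about 27% in these data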;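 also: 0% = acetylcholine EC80 with DMSO and 100% = DMSO without agonist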
Target sequence (P08912 whole entry, looked up): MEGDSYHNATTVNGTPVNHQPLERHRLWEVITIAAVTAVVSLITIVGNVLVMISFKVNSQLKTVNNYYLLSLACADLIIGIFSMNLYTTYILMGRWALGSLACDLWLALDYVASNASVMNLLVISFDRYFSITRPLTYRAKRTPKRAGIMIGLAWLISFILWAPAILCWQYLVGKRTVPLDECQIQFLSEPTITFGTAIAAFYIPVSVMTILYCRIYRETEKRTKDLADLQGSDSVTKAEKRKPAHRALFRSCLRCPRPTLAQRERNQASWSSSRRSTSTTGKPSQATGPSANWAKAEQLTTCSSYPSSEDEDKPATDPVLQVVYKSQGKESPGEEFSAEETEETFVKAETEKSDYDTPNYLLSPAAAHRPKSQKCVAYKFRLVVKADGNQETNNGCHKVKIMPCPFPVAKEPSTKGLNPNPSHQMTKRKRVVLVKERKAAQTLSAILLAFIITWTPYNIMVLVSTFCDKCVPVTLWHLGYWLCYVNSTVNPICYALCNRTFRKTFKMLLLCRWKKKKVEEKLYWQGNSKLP
CHRM4 agonist: CHRM4 agonism in calcium assay; CHO-K1 hM4/Gqi5, Fluo-8 calcium fluorescence; vehicle 0%, full acetylcholine response 100%; actives 0.14% (n = 360,000); activation, % at 3 µM;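 active = activation above the run mean over all test wells plus 3 SD, cut at about 32% in these data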;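 also: peak over basal fluorescence ratio per well then scaled between controls; 0% = DMSO wells and 100% = acetylcholine at EC100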
CHRM4 antagonist: blocks acetylcholine activation of human M4 receptor; CHO-hM4 cells, ACh EC80, Fluo-8 calcium fluorescence; P08173; inhibition, % at 3 µM; actives 0.73% (n = 360,000);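 active = inhibition above its plate's cutoff, the mean inhibition of sample wells plus 3 SD, cut at about 27% in these data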;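 also: 0% = acetylcholine EC80 with DMSO and 100% = DMSO without agonist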
CHRM5 PAM: CHRM5 positive allosteric modulation | P08912 | CHO-K1 hM5, Fluo-8 calcium, ACh EC20 PAM; 0% = ACh EC20, 100% = ACh EC100 | activation, % at 3 µM | actives 0.3% (n = 360,000) | AID 624038;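 active = activation above the run cutoff, the mean activation of all test compounds plus 3 SD, cut at about 18% in these data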
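Measured by: Fluo-8 calcium fluorescence; material: human M5 receptor in CHO-K1 cells; schedule: Post-acetylcholine fluorescence recording 140 s; benchmarks: low control EC20 acetylcholine (0%), high control EC100 acetylcholine (100%); read-out: Max/basal fluorescence ratio as % of EC20–EC100 ACh window; compound: single dose, 3 µM nominal final test concentration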
M1 antag: antagonists of human M1 muscarinic receptor | P11229 | CHO-K1 hM1, Fluo-8 calcium fluorescence, ACh EC80 antagonist | inhibition, % at 3 µM | actives 1.3% (n = 360,000);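 active = percent inhibition above its own plate's cutoff, namely the mean of that plate's compound wells plus 3 SD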;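 also: peak over basal fluorescence ratio during 140 s after agonist addition; 0% = ACh EC80 plus DMSO and 100% = DMSO alone without agonist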
Target sequence (P11229 whole entry, looked up): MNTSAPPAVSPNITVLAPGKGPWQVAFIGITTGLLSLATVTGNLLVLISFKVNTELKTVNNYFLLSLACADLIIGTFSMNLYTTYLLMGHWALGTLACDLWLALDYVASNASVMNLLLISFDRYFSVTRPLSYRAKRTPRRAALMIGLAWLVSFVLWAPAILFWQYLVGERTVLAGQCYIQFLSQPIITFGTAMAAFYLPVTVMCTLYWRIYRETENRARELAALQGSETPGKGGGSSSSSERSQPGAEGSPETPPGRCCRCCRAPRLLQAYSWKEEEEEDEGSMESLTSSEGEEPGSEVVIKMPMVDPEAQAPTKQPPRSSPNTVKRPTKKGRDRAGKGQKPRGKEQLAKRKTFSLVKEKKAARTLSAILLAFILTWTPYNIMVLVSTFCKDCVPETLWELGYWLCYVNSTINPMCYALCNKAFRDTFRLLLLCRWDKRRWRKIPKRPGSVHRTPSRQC
CHRM5 agonist: CHRM5 agonism in calcium assay | P08912 | AID 624037 | activation, % at 3 µM | actives 0.19% (n = 360,000) | CHO-K1 hM5 cells, Fluo-8 calcium fluorescence; 0% DMSO wells, 100% maximal acetylcholine response;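 active = activation above the run's mean over test compounds plus 3 SD, cut at about 23% in these data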;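 also: signal is peak over basal fluorescence ratio across the kinetic read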
M4 PAM: CHRM4 positive allosteric modulation; P08173; CHO-K1 hM4/Gqi5, Fluo-8 calcium fluorescence, ACh EC20; 0% = ACh EC20, 100% = maximal ACh; activation, % at 3 µM; actives 0.4% (n = 360,000); AID 624126;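 active = activation above its plate's cutoff, the mean activation of sample wells plus 3 SD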; also: some results filed as inactive read as strong as hits
CHRM1 PAM: positive allosteric modulators of human M1 muscarinic receptor; actives 0.088% (n = 360,000); activation, % at 3 µM; CHO-K1 hM1, Fluo-8 calcium fluorescence, ACh EC20; 0% = ACh EC20, 100% = maximal ACh; P11229; in the data active = activation above about 19%, passing the limit was not always enough
An asterisk follows results filed as active; x = not tested or not shown.

#1 CCOC(=O)C1(CC2CCCCO2)CCN(Cc2ccc(OC)cc2F)CC1 (stereo not given)
#2 Cc1ccc(NC(=O)C(C)OC(=O)/C=C/c2ccccc2)cc1 (stereo not given)
#3 COCCc1ccc(OC2(C)CCN(Cc3cccc(OCOC)c3)C2)cc1 (stereo not given)
#4 COc1ccc(OC)c(NC(=O)CCS(=O)(=O)c2cc3c(cc2C)NC(=O)CO3)c1
#5 O=C(NCCCN1CCOCC1)c1ccccc1NS(=O)(=O)c1ccc(Br)cc1
#6 Cc1ccnc(NCc2cc(C)ccc2O)c1
#7 Cc1ccc(C(C)NC(=O)COC(=O)C2=COCCO2)cc1C (stereo not given)
#8 NNC(=O)c1[nH]c2ccccc2c1-c1ccccc1

compound no.,1,2,3,4,5,6,7,8
CHRM4 agonist,3,1,1,4,1,0,1,0
CHRM4 antagonist,7,-6,2,-2,-2,0,-11,1
CHRM1 PAM,-1,6,-4,-4,-3,6,2,1
M5 antag,-4,-3,9,5,3,-2,-6,4
CHRM5 PAM,-3,-5,-3,-9,13,2,2,0
M1 antag,6,-17,3,5,4,-18,-4,-3
CRFR2-BP ag,0.9,-1.3,x,2.8,1.1,-2.0,0.2,2.6
M4 PAM,-1,2,-5,-1,1,-1,9,0
CHRM5 agonist,-4,-3,-2,-3,-1,-15,3,1

#9 Cc1ccc(NC(=O)C2CCCN2C(=O)Oc2ccccc2)cc1 (stereo not given)
#10 CCCN(CCC)C(=O)Cn1c(=O)c2sccc2n2c(=S)sc(-c3ccccc3)c12
#11 O=C(NCc1ccccn1)c1ccc(N2CCCC2)c([N+](=O)[O-])c1
#12 Cc1ccc(C2C3CSCC=C3C(C#N)=C(N)C2(C#N)C#N)cc1 (stereo not given)
#13 Cc1cccc(N2CCN(C(=O)CCn3c(=O)[nH]c4ccccc4c3=O)CC2)c1C
#14 COc1ccc(C(=O)NC(=S)NNC(=O)COc2ccccc2)cc1
#15 O=C(CCc1ccccc1)NC(=S)Nc1cc(C(F)(F)F)ccc1N1CCOCC1
#16 CCOC(=O)C(CC)Sc1cc(C)nc2ccc(OC)cc12 (stereo not given)

compound no.,9,10,11,12,13,14,15,16
CHRM4 agonist,0,1,1,4,1,1,4,2
CHRM4 antagonist,-8,6,0,-2,4,-5,7,-2
CHRM1 PAM,3,2,15,11,6,4,-10,0
M5 antag,-9,-6,1,0,-4,-1,-3,2
CHRM5 PAM,7,1,5,-1,10,-6,-6,-10
M1 antag,-4,-1,-9,-14,-9,0,3,3
CRFR2-BP ag,1.1,2.6,0.6,6.6,0.4,3.6,-0.4,-4.1
M4 PAM,15,-1,-3,11,0,0,-7,4
CHRM5 agonist,-4,2,-2,3,-7,-1,-5,-4

#17 Cc1ccc(N2CC(C(=O)NC3CCC(C)CC3)CC2=O)cc1 (stereo not given)
#18 O=c1c(-c2cccs2)nc2ccccc2n1C(CCc1ccccc1)c1nc2ccccc2[nH]1 (stereo not given)
#19 CCC(=O)Nc1ccc(NC(=O)CSc2nnc(C(C)C)n2C)cc1
#20 CCOC(=O)c1c(C)[nH]c(C)c1C(=O)COC(=O)c1c(OC)cccc1OC
#21 CN(C)S(=O)(=O)c1cccc(NC(=O)c2ccccc2SCC(=O)N2CCCC2)c1
#22 COc1ccc(CNC(=O)CCCn2nc(C)n3ccnc3c2=O)cc1
#23 Brc1ccc(CNCCCSc2ncccn2)cc1
#24 CCC(OC(=O)c1ccc(S(C)(=O)=O)c([N+](=O)[O-])c1)C(=O)NC1C2CC3CC(C2)CC1C3 (stereo not given)

compound no.,17,18,19,20,21,22,23,24
CHRM4 agonist,1,2,1,7,4,0,1,0
CHRM4 antagonist,-4,7,-14,-11,-23,0,7,5
CHRM1 PAM,5,x,1,9,-4,2,-3,0
M5 antag,1,4,-12,-4,-5,4,5,-1
CHRM5 PAM,4,-5,12,4,3,0,0,0
M1 antag,-20,x,-1,-3,-11,-4,8,-2
CRFR2-BP ag,0.8,x,2.1,-1.0,0.4,-5.2,-0.2,x
M4 PAM,8,-3,7,14,-2,-1,-6,-1
CHRM5 agonist,-2,0,-9,3,1,3,-9,1

#25 CN(C)c1ccc(/C=N/N=C(N)N)cc1[N+](=O)[O-]
#26 CCOC(=O)C1CCN(C(=O)CN(c2ccc(Cl)c(C(F)(F)F)c2)S(C)(=O)=O)CC1
#27 CCOc1ccc(N(CC(=O)Nc2cccc(C)c2)S(C)(=O)=O)cc1
#28 CC1CC(C)CN(C(=S)Nc2ccc(SC(F)F)cc2)C1 (stereo not given)
#29 CC(=O)c1cccc(NC(=O)C(C)OC(=O)CCCN=C2NS(=O)(=O)c3ccccc32)c1 (stereo not given)
#30 CC(Oc1ccc(Cl)cc1Cl)C(=O)Nc1ccncc1 (stereo not given)
#31 Cc1ccc(-n2nc3c(=O)n(CCCC(=O)NCc4cccc(Cl)c4)nc(C)c3c2C)cc1
#32 COc1ccc(NC(=O)CCCn2c(=O)c3sccc3n(Cc3ccc(C)cc3C)c2=O)cc1

compound no.,25,26,27,28,29,30,31,32
CHRM4 agonist,1,1,1,7,0,10,6,0
CHRM4 antagonist,-5,-8,-14,-17,8,2,2,2
CHRM1 PAM,7,2,10,-11,2,-6,-6,-3
M5 antag,14,-5,-12,8,-1,3,22,-5
CHRM5 PAM,-5,3,8,-18,3,-4,-11,1
M1 antag,-11,3,-15,-1,-3,11,-6,5
CRFR2-BP ag,-3.4,7.0,-0.7,0.5,7.2,1.1,-0.9,-1.6
M4 PAM,0,7,3,-6,-1,-3,-12,7
CHRM5 agonist,-8,-1,6,-5,1,0,-6,-3

#33 O=S(c1ccsc1)c1ccsc1
#34 Cc1noc(C)c1COC(=O)C1CC(O)CN1S(=O)(=O)c1ccc(Cl)cc1 (stereo not given)
#35 COc1ccc(NC(=O)C2C3C=CC(O3)C2C(=O)O)cc1 (stereo not given)
#36 COc1ccc2cc(C(=O)NCc3ccccc3)c(=O)oc2c1
#37 COc1ccc(CCN(C(=O)C(F)(F)F)C(C(=O)NC2CCCCC2)c2ccc(C)s2)cc1 (stereo not given)
#38 CC(=O)Nc1ccc(C(=O)N/N=C/c2cc(Br)cc(Br)c2O)cc1
#39 Cc1cc(Cl)ccc1Oc1ncc(-c2ccc(Cl)cc2)cn1
#40 N#CCC(=O)Nc1ccc(C(=O)OCC(=O)N=c2sccn2Cc2ccccc2Cl)cc1

compound no.,33,34,35,36,37,38,39,40
CHRM4 agonist,1,1,1,1,1,0,1,9
CHRM4 antagonist,10,-3,0,-14,1,3,-8,5
CHRM1 PAM,2,2,11,9,5,14,-9,-5
M5 antag,-1,-3,1,10,-1,6,-2,0
CHRM5 PAM,0,5,-3,3,0,-13,-2,-1
M1 antag,-1,-6,-12,-24,-19,-13,9,10
CRFR2-BP ag,-0.9,-2.4,1.3,3.3,-1.9,44,6.6,1.6
M4 PAM,-8,3,-1,4,3,-3,3,-7
CHRM5 agonist,-2,-4,5,-7,1,-1,-4,-3

#41 Fc1ccc(-c2nnc(-n3nnc4ccccc43)c3ccccc23)cc1
#42 CC(c1ccncn1)N(C)Cc1nc(-c2ccc(C(F)(F)F)cc2)no1 (stereo not given)
#43 Cc1ccc(-c2nc3cc(C)c(Br)c(C)n3c2CC2CCCCC2)cc1
#44 COc1ccc(NC(=O)COC(=O)c2ccc(S(=O)(=O)N(C)c3ccccc3OC)cc2)cc1OC
#45 COc1cc(C2SCC(=O)N2Cc2ccccc2)cc(OC)c1OC (stereo not given)
#46 Cc1ccnc(NC(=O)CCC(=O)c2cccs2)c1
#47 Cc1ccc(C(=O)N/N=C2\CCSC2)cc1[N+](=O)[O-]
#48 O=C(c1cccc(NC2=NC3CS(=O)(=O)CC3S2)c1)N1CCN(c2ccc(F)cc2)CC1 (stereo not given)
#49 Cc1cc(C(=O)NP(=O)(N2CC(C)OC(C)C2)N2CC(C)OC(C)C2)c(C)n1C1CC1 (stereo not given)
#50 Cc1cc(OCC(=O)Nn2cnnc2)c(C)cc1Br

compound no.,41,42,43,44,45,46,47,48,49,50
CHRM4 agonist,1,3,-3,20,3,1,0,0,2,0
CHRM4 antagonist,15,-2,6,-23,-9,7,10,3,-15,11
CHRM1 PAM,-3,9,x,0,2,0,12,-8,8,6
M5 antag,4,-5,2,14,13,2,1,2,-23,-2
CHRM5 PAM,-6,-3,5,-27,-6,1,-3,-1,7,6
M1 antag,12,-7,x,0,-4,8,-14,7,-12,-1
CRFR2-BP ag,-0.3,-3.2,x,19,-3.9,1.0,-2.0,-3.1,-2.1,0.0
M4 PAM,-14,2,-2,-12,1,-8,-1,-3,7,14
CHRM5 agonist,-2,0,2,3,-2,1,-2,1,-2,1

Sorted by length of the SMILES (descending): part of the list above
#44 COc1ccc(NC(=O)COC(=O)c2ccc(S(=O)(=O)N(C)c3ccccc3OC)cc2)cc1OC
#49 Cc1cc(C(=O)NP(=O)(N2CC(C)OC(C)C2)N2CC(C)OC(C)C2)c(C)n1C1CC1 (stereo not given)
#42 CC(c1ccncn1)N(C)Cc1nc(-c2ccc(C(F)(F)F)cc2)no1 (stereo not given)
#41 Fc1ccc(-c2nnc(-n3nnc4ccccc43)c3ccccc23)cc1
#47 Cc1ccc(C(=O)N/N=C2\CCSC2)cc1[N+](=O)[O-]
#45 COc1cc(C2SCC(=O)N2Cc2ccccc2)cc(OC)c1OC (stereo not given)
#50 Cc1cc(OCC(=O)Nn2cnnc2)c(C)cc1Br

compound no.,44,49,42,41,47,45,50
CHRM4 agonist,20,2,3,1,0,3,0
CHRM4 antagonist,-23,-15,-2,15,10,-9,11
CHRM1 PAM,0,8,9,-3,12,2,6
M5 antag,14,-23,-5,4,1,13,-2
CHRM5 PAM,-27,7,-3,-6,-3,-6,6
M1 antag,0,-12,-7,12,-14,-4,-1
CRFR2-BP ag,19,-2.1,-3.2,-0.3,-2.0,-3.9,0.0
M4 PAM,-12,7,2,-14,-1,1,14
CHRM5 agonist,3,-2,0,-2,-2,-2,1
